Screening data (PubChem)
Menin MLL FP TR: displaces Texas Red mutant MLL peptide from human menin; Menin + Texas Red MLL mutant peptide, fluorescence polarization; AID 1768; O00255; 270,000 tested, 0.23% active; Potency, µM (top dose mostly 61.6 µM), for inactives: at the highest dose FP activity change, negative = inhibition, hits mostly inhibitors; active = well fitted inhibition curve with a large enough effect in the polarisation, with a control signal flat, not every such curve was filed as active; inconclusive = small, poorly fitted or top-dose-only effect, or effect the other way, or a change in a side signal; inactive = no such curve, though single readings can be large or run the other way; the % refers to the polarisation; note: potency is the fitted concentration of half-maximal effect; % of control where 0% means no effect; many of its hits are not listed in these tables
Target sequence (O00255 whole entry, looked up): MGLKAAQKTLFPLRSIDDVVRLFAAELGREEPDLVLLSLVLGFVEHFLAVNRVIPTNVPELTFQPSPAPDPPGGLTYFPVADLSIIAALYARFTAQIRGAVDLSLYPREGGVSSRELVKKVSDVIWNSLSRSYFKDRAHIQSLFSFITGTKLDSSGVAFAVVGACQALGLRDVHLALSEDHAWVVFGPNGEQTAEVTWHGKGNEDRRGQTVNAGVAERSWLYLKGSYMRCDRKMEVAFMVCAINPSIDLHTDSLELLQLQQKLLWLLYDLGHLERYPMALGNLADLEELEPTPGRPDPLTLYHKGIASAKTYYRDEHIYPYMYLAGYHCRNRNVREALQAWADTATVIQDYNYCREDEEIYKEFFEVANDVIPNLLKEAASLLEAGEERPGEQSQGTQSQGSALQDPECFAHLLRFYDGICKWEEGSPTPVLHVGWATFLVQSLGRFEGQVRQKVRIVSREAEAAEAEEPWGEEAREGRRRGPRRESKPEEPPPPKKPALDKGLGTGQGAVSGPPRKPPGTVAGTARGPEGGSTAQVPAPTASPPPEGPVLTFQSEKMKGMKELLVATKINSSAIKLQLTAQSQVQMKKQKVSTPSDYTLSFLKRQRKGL
ELG1 genotoxic: inducers of genotoxicity in HEK293T ELG1-luciferase cells; HEK293T ELG1-luciferase reporter, luminescence, 16 h; Potency, µM (series often up to 46 µM), inactives show at the highest dose activity change, positive = activation, hits mostly activators; 330,000 tested, 1.3% active; AID 504466; note: potency is the fitted concentration of half-maximal effect; % of control where 0% means no effect; nearly all actives have a fitted effect of over 60% in size
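After overnight (16 hr) compound treatment at 37 °C, ELG1-luciferase HEK293T cells were lysed with ONE-Glo; luminescence quantified 30 min later at room temperature.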
Giardia killer: Giardia lamblia killing; Giardia lamblia trophozoite viability; 340,000 tested, 0.15% active; activity change, % at 7.66 µM, hits read low; in the data active = activity change below about -80%; inconclusive = between about -30% and that limit;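 note: parasites exposed to compound for two days anaerobically before the ATP read; % is set by controls: 0 for no effect and ±100 for the full control effect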
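Killing of trophozoites was scored by loss of ATP luminescence after a 48 hrs anaerobic exposure to compounds at 37 deg C, using 100 cells per well.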
Gal4-VP16 FLuc: inhibits Gal4-VP16 luciferase reporter, ROR gamma counter-screen | Drosophila S2 Gal4-VP16 UAS-luciferase, luminescence, 20 h | Potency, µM (highest dose often 53.6 µM), for inactives: at the top dose activity, negative = inhibition, most hits filed as inhibitors | 310,000 tested, 3.5% active;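 note: Gal4-VP16 expression switched on by copper sulfate through the metallothionein promoter; potency is the fitted concentration of half-maximal effect; % is set by controls: 0 for no effect and ±100 for the full control effect; nearly all actives have a fitted effect of over 50% in size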
BRCA1 expr act: increases BRCA1 expression. MCF7-BRCA1-FFLuc reporter, luminescence, 48 h; response scale: scaled: vehicle 0%, 10 µM genistein 100%. 380,000 tested, 1.1% active. Potency, µM (top dose mostly 46.1 µM), for the others: at the highest dose activation, usual class: activators; note: potency is the fitted concentration of half-maximal effect; nearly all actives have a fitted effect of over 80% in size; some results filed as inactive show a strong effect at the top dose
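Reporter cells (MCF7, BRCA1 promoter-firefly luciferase) received library compounds across a concentration series for 48 h. End-point luminescence was measured and concentration-effect curves derived after normalization.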
NPC1 promoter act: NPC1 promoter activation. Huh7 NPC1 promoter luciferase reporter, 24 h. 320,000 tested, 2.4% active. Potency, µM (top dose mostly 9.22 µM), without a hit: top-dose activation, actives largely listed as activators;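 note: potency is the fitted concentration of half-maximal effect; % of control where 0% means no effect; nearly all actives have a fitted effect of over 60% in size; reporter is driven by a mutant NPC1 promoter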
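Huh7 cells stably carrying NPC1 promoter–luciferase, plated in Opti-MEM with 10% FBS for 2 h, were exposed to compound in DMSO for 24 h at 37 °C; luciferase reagent was added for 10 min and luminescence read.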
FLuc counter: firefly luciferase modulation, counter-screen for miR-21 project. purified FLuc, Km substrates, luminescence inhibition. P08659. 360,000 tested, 6.9% active. Potency, µM (series often up to 57.5 µM), for the others: at the highest dose activity change, negative = inhibition, hits mostly inhibitors;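 note: potency is the fitted concentration of half-maximal effect; plate controls were vehicle for no effect and reference inhibitor for full effect; nearly all actives have a fitted effect of over 55% in size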
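Purified P. pyralis luciferase (10nM final) with 10uM D-luciferin and 10uM ATP (Km levels) in 50mM Tris acetate pH 7.5, 10mM Mg acetate, 0.01% Tween-20, 0.05% BSA; qHTS 6-point titration, ~60 µM downward; luminescence read.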
PKM2 act: PKM2 (human) enzyme activation | P14618 | purified PKM2, Kinase-Glo ATP luminescence, activation; response scale: 0% is enzyme alone, no compound | Potency, µM (doses to about 57.5 µM), for inactives: at the highest dose activation, usual class: activators | 260,000 tested, 0.34% active | AID 1631; note: potency is the fitted concentration of half-maximal effect; % is set by controls: 0 for no effect and ±100 for the full control effect; nearly all actives have a fitted effect of over 55% in size
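hPK-M2, >95% pure; 0.1 mM ADP / 0.5 mM PEP final; imidazole pH7.2 buffer w/ 7 mM MgCl2, 50 mM KCl; 1 h RT; Kinase-Glo lum. Intermediate enzyme activity for dual inhibitor/activator qHTS.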
Rab9 prom act: activates the Rab9 promoter; Huh7 Rab9 promoter-luciferase reporter, luminescence, 24 h; 320,000 tested, 2.8% active; Potency, µM (doses to about 9.22 µM), inactives show at the top dose activation, negative = inhibition, most hits filed as activators; note: potency is the fitted concentration of half-maximal effect; % of control where 0% means no effect; nearly all actives have a fitted effect of over 60% in size
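Measured in stably transfected Huh7 cells bearing a Rab9 promoter–luciferase construct: 24 h compound treatment at 37 °C, followed by luminescence detection.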
RORgamma inh: inhibitors of mouse ROR gamma transcriptional activity; P51450; Drosophila S2 Gal4-RORgamma UAS-luciferase reporter, 20 h; Potency, µM (top dose mostly 53.6 µM), without a hit: top-dose activity change, negative = inhibition, actives largely listed as inhibitors; 310,000 tested, 5.4% active; note: potency is the fitted concentration of half-maximal effect; % is set by controls: 0 for no effect and ±100 for the full control effect; nearly all actives have a fitted effect of over 60% in size
Target sequence (P51450 whole entry, looked up, the tested form may be a part): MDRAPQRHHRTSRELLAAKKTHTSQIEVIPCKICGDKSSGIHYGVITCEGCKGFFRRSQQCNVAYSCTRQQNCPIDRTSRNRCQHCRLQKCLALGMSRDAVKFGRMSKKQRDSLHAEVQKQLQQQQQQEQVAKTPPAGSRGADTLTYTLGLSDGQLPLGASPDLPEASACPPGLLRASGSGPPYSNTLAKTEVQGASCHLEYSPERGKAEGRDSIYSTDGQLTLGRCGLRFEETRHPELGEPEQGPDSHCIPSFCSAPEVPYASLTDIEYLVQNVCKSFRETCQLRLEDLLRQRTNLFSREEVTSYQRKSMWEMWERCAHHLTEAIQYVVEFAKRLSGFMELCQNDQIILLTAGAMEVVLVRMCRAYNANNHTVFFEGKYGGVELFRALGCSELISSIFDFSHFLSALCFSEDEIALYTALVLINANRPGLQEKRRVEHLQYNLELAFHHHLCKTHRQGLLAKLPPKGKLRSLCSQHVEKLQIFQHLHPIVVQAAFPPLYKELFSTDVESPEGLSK
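Drosophila S2 cells stably expressing Gal4-DBD/mouse RORγ fusion under metallothionein promoter plus UAS-luciferase; compound 1 h, then 700 uM CuSO4 induction for 20 h at ambient temperature; inhibition read as reduced luminescence.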
p53 reactivation: re-activators of mutant p53; H1299 p53-A138V BP100-luciferase reporter, luminescence, 24 h; Potency, µM (top dose mostly 92.2 µM), without a hit: top-dose activity change, positive = activation, most hits filed as activators; 320,000 tested, 0.063% active; AID 504706; note: potency is the fitted concentration of half-maximal effect; % of control where 0% means no effect; nearly all actives have a fitted effect of over 45% in size
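H1299 (p53-null), stable ts p53-A138V + BP100-Luc; 1000 cells/well, Opti-MEM/10% FBS; cpd 4 pt, 1:5; 24 h, 37 deg C, 5% CO2; detection reagent 10 min RT; luminescence.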
Starred values were filed as active, the others as inactive; ? = inconclusive; nt = no result given; [ ] = another dose, or the depositor's remark. Unless noted, calls come from the whole dose curve; as a rule, active = well fitted curve in the direction sought with a large enough effect; inconclusive = small, poorly fitted or top-dose-only effect, or another doubt; inactive = no such curve, though single readings can be large; an effect the other way counts as inactive or inconclusive.

SMILES | Menin MLL FP TR | ELG1 genotoxic | Giardia killer | Gal4-VP16 FLuc | BRCA1 expr act | NPC1 promoter act | FLuc counter | PKM2 act | Rab9 prom act | RORgamma inh | p53 reactivation
O=C(CCc1ccncc1)N1CCCC(Nc2ccc(F)c(F)c2)C1 (centres undefined) | nt | -12% | 1 | 12% | 16% | 1% | 0% | nt | -5% | 23% | 9%
c1ccc(OCc2nc(-c3ccccc3)no2)cc1 | -2% | 15µM* | -9 | 5% | 93% | ? | 27µM* | 10% | ? | ? | ?
CC(C)OC(=O)CC(=O)CSc1nc2c(cc1C#N)CCCCC2 | 6% | 15µM* | -8 | -9% | 0% | 14% | 7.6µM* | 6% | ? | -35% | ?
COc1cc2c(cc1OC)CN(CC(=O)NC(=O)NCc1ccco1)CC2 | -11% | 1% | 7 | -1% | 14% | -4% | -1% | 0% | 1% | 11% | -3%
CCCCOc1ccc(C2C3CN(C(=O)OCC)CC=C3C(C#N)=C(N)C2(C#N)C#N)cc1OC (centres undefined) | 10% | -5% | 19 | -7% | -52% | -1% | 1% | 13% | -1% | -24% | -7%
CCc1ccc(C(=O)C(C)OC(=O)Cc2n[nH]c(=O)c3ccccc23)cc1 (centres undefined) | nt | -4% | 2 | 0% | -19% | -22% | 2% | -1% | 4% | 4% | -10%
COc1c(C)cc(S(=O)(=O)N2CCOCC2)c(C)c1C | 1% | 3% | -15 | 0% | 0% | -2% | -2% | 2% | 6% | -22% | 2%
COc1cc(NC(=O)CN(C)S(=O)(=O)c2cccs2)cc(OC)c1 | 3% | 1% | 13 | 6% | -1% | -2% | -3% | nt | 1% | 1% | -1%
COc1ccc(-c2cc(C(F)(F)F)nc(N3CCN(C)CC3)n2)cc1 | ? | -1% | 8 | -11% | -7% | 0% | 0% | 0% | 0% | 0% | -1%
COc1ccccc1OCCC(=O)NCc1ccc2c(c1)OCO2 | -2% | -1% | -11 | 9% | -7% | -1% | 0% | -1% | 1% | -2% | 0%
O=C(NCc1cccnc1)c1cccc(S(=O)(=O)N2CCOCC2)c1 | -2% | 0% | 10 | -3% | 4% | 3% | -1% | 3% | 4% | 29% | -2%
CCCCOc1cccc(-c2cc(C(=O)NNC(=S)NCC)c3ccccc3n2)c1 | ? | ? | -2 | ? | -1% | 7% | 1.5µM* | -10% | 16% | -40% | 31%
CC(C)(C)n1c(=O)[nH]c2c(c1=O)CCC2 | -8% | -1% | 27 | -11% | -8% | -3% | 3% | -4% | -3% | 28% | -6%
CC1CCCCN1CC(=O)c1c[nH]c2ccccc12 (centres undefined) | 18% | 0% | 6 | 2% | -11% | 0% | 3% | nt | -2%[1.84 µM] | 2% | -3%
Cc1cc(C(=O)CN2CC(C)OC(C)C2)c(C)n1-c1ccccc1 (centres undefined) | -3% | 21µM* | 20 | ? | 108% | ? | ? | -1% | ? | -4% | 11%
O=C(CN1C(=O)NC2(CCCC2)C1=O)OCc1ccc(Cl)c(Cl)c1 | nt | 4% | -7 | nt | -21% | -1% | 1% | nt | 0% | nt | -1%
COc1nc(-c2ccccc2)cc(-c2ccccc2)n1 | 50%[activator] | -4% | -10 | 3% | -63% | 2% | -18% | -2% | 4% | -10% | -8%
CCOc1cc(NC(=S)Nc2ccccc2OC)c(OCC)cc1NC(=O)c1ccccc1C | -23% | -5% | 5 | 2.2µM* | -31% | -10% | 2% | -4% | 3% | 1.8µM* | -1%
NS(=O)(=O)c1ccc(-c2ccc(/C=N/Nc3ccc(C(=O)O)cc3)o2)cc1 | nt | 10% | -6 | -2% | 54% | 5% | 7.6µM* | -7% | 1% | 10µM* | 2%
COc1c(C(CC(C)C)OC(C)=O)ccc2c1C(=O)OCc1cc(C)cc(O)c1O2 (centres undefined) | nt | 5% | 10 | -24% | -39% | -12% | 3% | 0% | -14% | 34% | -1%
CCN=C(NCC)SC1CC(=O)N(c2ccc(OCC)cc2)C1=O (centres undefined) | -7% | 2% | -3 | -8% | 1% | -2% | 0% | 2% | 1% | 13% | 2%
COCCNC(=O)Cn1cnc2c(cnn2-c2ccc(C)cc2)c1=O | 2% | 0% | 13 | 2% | 11% | -5% | 2% | 0% | 5% | -32% | nt
CCCC(=O)N=C1SC2CS(=O)(=O)CC2N1c1ccc(C(C)=O)cc1 (centres undefined) | -2% | 3% | -19 | 0% | -2% | -6% | 0% | 0% | 3% | -10% | -3%
CCN1CCN(c2cc(C)c3cc(NC(=O)CCC(=O)N4CCN(c5ccccc5OC)CC4)ccc3n2)CC1 | -20% | 2% | 5 | 5% | 29% | 14% | 15µM* | -2% | 5% | 3% | ?
CCOc1ccc(CCNC(=O)COC(=O)c2c(C)nn(-c3ccccc3)c2C)cc1OCC | nt | -9% | 9 | 1% | 9% | 3% | -1% | -7% | -4% | 32% | -4%
O=C1COc2cc(ccc2[N+](=O)[O-])Oc2ccc(cc2Cl)C(=O)CCCCO1 | nt | -2% | 7 | nt | 0% | -1% | 8% | nt | -1% | nt | 6%
COc1ccc(C)cc1NC(=O)COC(=O)Cc1ccc(-c2ccccc2)cc1 | -7% | 7% | 21 | -5% | -17% | -1% | ? | 3% | 0% | 7% | 15%
CCN(CC)CCNC(=O)Cn1c(-c2ccccn2)nc2ccccc21 | -7% | 8% | 14 | -7% | 8% | 1% | -25%[2.3 µM] | 0% | -3% | 3% | 8%
CCOc1ccc(N2CC(C(=O)N3CCc4ccccc43)CC2=O)cc1 (centres undefined) | -7% | 0% | -10 | 8% | -23% | 23% | 2% | 1% | 2% | -13% | -1%
Cc1noc(C)c1COc1cccc(C(=O)OC(C)C(=O)Nc2c(C)n(C)n(-c3ccccc3)c2=O)c1 (centres undefined) | ? | -4% | -4 | -9% | -18% | -6% | 4% | -2% | 0% | 12% | -2%
O=C(COC(=O)c1ccc(Br)o1)NCc1ccc(F)cc1 | nt | -2% | -2 | nt | 3% | 5% | 0% | nt | -5% | nt | -1%
O=C(N/N=C/c1cccnc1)C1CCCCC1 | 14% | 0% | 27 | 3% | 1% | -1% | 3% | -6% | 1% | 2% | -2%
COc1ccc(C(CNC(=O)COc2cccc(C)c2)N2CCCC2)cc1 (centres undefined) | nt | -1% | 5 | nt | 0% | -2% | 1% | nt | -3% | nt | 3%
C=CCn1cc(C(=O)NCc2cccnc2)c(=O)c2cc(S(=O)(=O)N(CC)CC)ccc21 | -4% | -3% | 28 | 3% | -20% | -4% | 0% | -13% | -3% | 20% | -9%
COc1ccc(NC(=O)CCN2CCN(S(=O)(=O)c3ccc(Cl)cc3)CC2)cc1 | nt | 0% | -10 | 5% | -2% | 3% | 4% | 2% | 1% | 37% | 1%
CCOc1ccc(CCNC(=O)COC(=O)c2sccc2C)cc1OCC | nt | -1% | -8 | nt | -27% | -3% | -1% | nt | 1% | nt | 2%
Cc1ccccc1Nc1sc(C(=O)Nc2cccc(Cl)c2)c(N)c1C(N)=O | 7% | 0% | 4 | -6% | -33% | 0% | -20% | 3% | -2% | ? | -12%

Exported with each value named: part of the list above
> COc1ccc(C)cc1NC(=O)COC(=O)Cc1ccc(-c2ccccc2)cc1
  Menin MLL FP TR: -7%; ELG1 genotoxic: 7%; Giardia killer: 21; Gal4-VP16 FLuc: -5%; BRCA1 expr act: -17%; NPC1 promoter act: -1%; FLuc counter: ?; PKM2 act: 3%; Rab9 prom act: 0%; RORgamma inh: 7%; p53 reactivation: 15%

> CCN(CC)CCNC(=O)Cn1c(-c2ccccn2)nc2ccccc21
  Menin MLL FP TR: -7%; ELG1 genotoxic: 8%; Giardia killer: 14; Gal4-VP16 FLuc: -7%; BRCA1 expr act: 8%; NPC1 promoter act: 1%; FLuc counter: -25%[2.3 µM]; PKM2 act: 0%; Rab9 prom act: -3%; RORgamma inh: 3%; p53 reactivation: 8%

> CCOc1ccc(N2CC(C(=O)N3CCc4ccccc43)CC2=O)cc1 (centres undefined)
  Menin MLL FP TR: -7%; ELG1 genotoxic: 0%; Giardia killer: -10; Gal4-VP16 FLuc: 8%; BRCA1 expr act: -23%; NPC1 promoter act: 23%; FLuc counter: 2%; PKM2 act: 1%; Rab9 prom act: 2%; RORgamma inh: -13%; p53 reactivation: -1%

> Cc1noc(C)c1COc1cccc(C(=O)OC(C)C(=O)Nc2c(C)n(C)n(-c3ccccc3)c2=O)c1 (centres undefined)
  Menin MLL FP TR: ?; ELG1 genotoxic: -4%; Giardia killer: -4; Gal4-VP16 FLuc: -9%; BRCA1 expr act: -18%; NPC1 promoter act: -6%; FLuc counter: 4%; PKM2 act: -2%; Rab9 prom act: 0%; RORgamma inh: 12%; p53 reactivation: -2%

These rows are one share of the data; rates above refer to the full screens.
